Screening data: PubChem, several laboratories
5HT1a antag = human 5-HT1a receptor antagonists, primary screen, cell-based, CHO, Ga15 NFAT-bla reporter. inhibition, % at 10 µM. actives 0.68% (n = 62,000). AID 612, 2007. CHO 5-HT1a Ga15 NFAT-bla reporter, antagonist mode. 5-hydroxytryptamine receptor 1A (Homo sapiens), P08908;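 active = inhibition above the mean of all tested compounds plus 3 SD, cut at about 43% in these data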;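 also: receptor stimulated by 5-CT agonist at 100 nM near EC80; beta-lactamase reporter measured by ratiometric fluorescence of a cleavable substrate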
RORa activator = activators of orphan receptor RORA, primary screen, cell-based, luminescence. Nuclear receptor ROR-alpha (Homo sapiens), P35398. CHO-K1 Gal4-RORA LBD luciferase reporter; percent increase over mock-subtracted basal signal. activation, % at 10 µM. actives 1.5% (n = 65,000). AID 560, 2006;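 active = activation above the mean of all tested compounds plus 3 SD, cut at about 49% in these data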;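 also: 0% = DMSO-treated RORA cells and 100% = added signal equal to DMSO minus mock-transfected cells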
S1P1 ag-PAM = S1P1 agonists and agonism potentiators, primary screen, cell-based, primary and confirmation screens, CRE-bla reporter. Sphingosine 1-phosphate receptor 1 (Homo sapiens), P21453. S1P1 CRE-bla cells, forskolin, beta-lactamase FRET, potentiator mode; S1P1 agonist co-added at EC20, 2 nM; 100% = saturating reference agonist, 0% = basal. activation, % at 9.5 µM. actives 0.57% (n = 56,000). AID 449, 2006;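 active = activation above a cutoff set at the mean activation of all tested compounds plus 3 SD, cut at about 54% in these data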;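 also: forskolin at 4 µM as EC80 and the EC20 agonist is SEW2871; 100% = SEW2871 at its EC100 plus forskolin at EC80; some compounds past the cut are filed as inactive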
Target sequence (P21453 whole entry, looked up): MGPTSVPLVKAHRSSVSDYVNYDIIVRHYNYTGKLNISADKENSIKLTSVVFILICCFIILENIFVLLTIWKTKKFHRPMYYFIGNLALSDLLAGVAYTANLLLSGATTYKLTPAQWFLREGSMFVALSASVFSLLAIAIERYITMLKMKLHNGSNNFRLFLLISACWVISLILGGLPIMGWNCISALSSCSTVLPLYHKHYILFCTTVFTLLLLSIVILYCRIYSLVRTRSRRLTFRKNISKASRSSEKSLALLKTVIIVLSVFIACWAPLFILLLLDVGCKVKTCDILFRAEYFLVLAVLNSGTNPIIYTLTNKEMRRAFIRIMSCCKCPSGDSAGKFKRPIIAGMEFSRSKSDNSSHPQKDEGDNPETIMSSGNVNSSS
AP ELISA ortho = alternative complement pathway inhibitors, primary screen, biochemical, ELISA, human serum, orthogonally pooled compounds; actives 0.08% (n = 62,000); inhibition, % at 5 µM; LPS-coated ELISA, C3 deposition; tested in compound mixtures;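 active = inhibition above 30% in each of the two pooled mixtures holding the compound, so the lower value exceeds 30%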;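 also: 0% = serum in Mg-EGTA without compound and 100% = EDTA serum blank; some compounds past the cut are filed as inactive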
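Assay system: Human serum alternative complement pathway, C3 deposition on LPS-coated wells | Incubation: 1 h serum-compound exposure at 37 °C | Doses: 5 µM per compound in ten-compound mixtures | Read-out: Percent inhibition | Technique: ELISA with HRP anti-human C3 antibody, TMB substrate, absorbance 450 nm | Replication: Two pool placements per compound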
HTR1E antagonist = 5-HT1E receptor antagonists, primary screen, cell-based, HTS; 5-hydroxytryptamine receptor 1E (Homo sapiens), P28566; inhibition, % at 6 µM; CHO 5-HT1E Ga15 NFAT-bla reporter, FRET, antagonist; actives 0.99% (n = 65,000); AID 571, 2007;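 active = inhibition above a set limit, the mean inhibition across every tested compound plus 3 SD, cut at about 29% in these data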;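 also: signal is the 460 over 535 nm emission ratio of beta-lactamase substrate; 0% = agonist plus DMSO wells and 100% = wells without agonist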
S1P3 agonist = human S1P3 receptor agonists, primary screen, cell-based, primary and confirmation, NFAT-BLA reporter; Sphingosine 1-phosphate receptor 3 (Homo sapiens), Q99500; S1P3 NFAT-BLA reporter cells, agonism, FRET ratio; relative to 1 µM S1P, basal subtracted; activation, % at 4.5 µM; actives 0.1% (n = 60,000); AID 373, 2006;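 active = activation above the screen-wide mean plus 3 SD, cut at about 4.5% in these data, passing the limit was not always enough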; also: some compounds called inactive have numbers as strong as hits
Target sequence (Q99500 whole entry, looked up): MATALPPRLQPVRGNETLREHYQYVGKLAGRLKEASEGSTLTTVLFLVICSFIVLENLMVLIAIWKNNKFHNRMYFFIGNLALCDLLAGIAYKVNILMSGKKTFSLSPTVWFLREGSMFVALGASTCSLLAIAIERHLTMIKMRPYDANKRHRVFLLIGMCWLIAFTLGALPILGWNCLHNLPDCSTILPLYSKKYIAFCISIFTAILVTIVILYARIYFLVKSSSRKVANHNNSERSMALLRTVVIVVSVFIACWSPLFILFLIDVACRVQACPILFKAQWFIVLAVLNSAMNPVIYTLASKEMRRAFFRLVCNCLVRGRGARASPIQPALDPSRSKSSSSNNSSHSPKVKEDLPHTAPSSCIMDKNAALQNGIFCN
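Assay system: CHO cells stably expressing human S1P3, Gα16 and NFAT-β-lactamase reporter. Timing: overnight plating, 4 h compound 37 °C, 2 h substrate RT. Signal: β-lactamase FRET emission ratio 460/535 nm. Measure: percent activation versus median 1 µM S1P response, basal-subtracted, per plate. Repeats: primary screen single test, confirmation screen in triplicate.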
5HT1E ag = 5-HT1E receptor agonists, primary screen, cell-based, HTS; 5-hydroxytryptamine receptor 1E (Homo sapiens), P28566; CHO 5-HT1E Ga15 NFAT-bla reporter, FRET; 0% DMSO wells, 100% control agonist wells; activation, % at 6 µM; actives 0.69% (n = 65,000);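 active = activation above a set limit, the screen-wide mean activation plus 3 SD, cut at about 8.5% in these data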;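 also: 100% = positive control agonist at 1 µM giving full maximal response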
SF-1 act = activators of human SF-1, primary screen, cell-based, CHO-K1, Gal4-SF-1 LBD, luciferase luminescence. Steroidogenic factor 1 (Homo sapiens), Q13285. CHO-K1 Gal4-SF-1 LBD luciferase reporter; % increase over DMSO SF-1-specific signal. activation, % at 10 µM. actives 1.9% (n = 65,000). AID 522, 2006;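 active = activation above the mean activation of all tested compounds plus 3 SD, cut at about 50% in these data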
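Assay system – CHO-K1 cells with Gal4–hSF-1 LBD chimera plus Gal4-driven luciferase · Quantity – 4,000 cells per well · Times – compound added 1 h post-seeding, 20 h exposure at 37 °C, 5% CO2 · Measured by – luciferase light emission · Benchmarks – DMSO and mock-transfected background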
Ecoli tolC = growth inhibitors of E. coli tolC mutant, primary screen, strain BW25113 ΔtolC::kan, 384-well; OD615; growth inhibition, % at 10 µM (by protocol); actives 2.2% (n = 65,000);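 active = growth inhibition at or above a cutoff equal to the mean over every tested compound plus 3 SD, cut at about 60% in these data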;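 also: growth measured after 20 h incubation at 37 °C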
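Material: E. coli BW25113 ΔtolC::kan, tolC deletion mutant strain. Measure: percent growth inhibition. Schedule: 37 °C, 20 h exposure. Doses: single-point testing at 10 µM. Signal: A615 absorbance measurement. Buffer or medium: kanamycin-containing LB broth (50 µg/mL).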
An asterisk follows results filed as active; · = not tested or not shown. This is a random part of the collection. About 7.1% of those tested had a hit in this group.

Order of values – 5HT1a antag	RORa activator	S1P1 ag-PAM	AP ELISA ortho	HTR1E antagonist	S1P3 agonist	5HT1E ag	SF-1 act	Ecoli tolC
#1 O=S(=O)(c1ccc(F)c(F)c1)N1CCN(Cc2ccc3c(c2)OCO3)CC1
  1	4	-5	22	2	0.2	-0.8	-10	7
#2 c1ccc(C2=Nn3c(nnc3-c3ccncc3)SC2)cc1
  12	-24	45	2	17	-0.1	0.3	14	-4
#3 CCn1cc(SCC(=O)NCc2ccc3c(c2)OCO3)c2ccccc21
  13	-21	7	15	4	-1.0	-1.0	-8	17
#4 COc1cccc(-n2nnc3c(=O)n(CC(=O)OCc4ccccc4)cnc32)c1
  -8	-3	-8	·	-1	0.5	-0.1	8	-5
#5 CCC(C(=O)OCCN(CC)CC)c1ccccc1 (centres undefined)
  ·	-4	-7	12	-16	-1.2	-0.2	-8	1
#6 O=C(CSc1nc2ccccc2n1CC(=O)N1CCCC1)Nc1ccc2c(c1)OCO2
  8	-19	3	-4	4	-0.6	-0.6	-21	-9
#7 O=C1CC(N2CCN(c3ccc(S(=O)(=O)N4CCCC4)cc3)CC2)C(=O)N1c1ccc(F)cc1 (centres undefined)
  -8	4	·	1	-3	-0.5	2.0	7	1
#8 CC(Sc1nc(N)cc(=O)[nH]1)C(=O)NC1CCCCC1 (centres undefined)
  -12	-15	-8	4	-5	0.3	0.1	-21	-6
#9 CN1CCN(C(=O)C2CCC(CNS(=O)(=O)c3cccc4cccnc34)CC2)CC1 (centres undefined)
  -12	15	-2	13	-9	-0.9	1.2	-6	-12
#10 CCC(C)(C)n1nnnc1C(c1ccc2ncccc2c1)N1CCN2CCCC2C1 (centres undefined)
  2	2	-13	12	-13	-0.2	0.0	1	-22

Order of values – 5HT1a antag	RORa activator	S1P1 ag-PAM	AP ELISA ortho	HTR1E antagonist	S1P3 agonist	5HT1E ag	SF-1 act	Ecoli tolC
#11 COc1ccc2ccccc2c1/C=N/O
  11	20	9	22	3	-1.3	-1.3	-8	3
#12 O=c1c(O)c(-c2ccc3c(c2)OCO3)oc2ccccc12
  26	1	-8	1	12	0.2	0.0	-8	-18
#13 CCOC(=O)c1ccc2c(c1)nc(SCC(=O)c1ccco1)n2CC
  8	23	19	9	21	0.1	-0.9	11	3
#14 Cc1onc(-c2ccccc2)c1C(=O)OCC(=O)Nc1ccc2c(c1)OCO2
  19	-5	5	9	9	0.4	-0.2	-3	4
#15 Cc1cc(Nc2cccc(F)c2)n2nc(C)nc2n1
  -2	10	-19	2	-14	-1.2	0.0	-31	-12
#16 COC(=O)c1cc(OC)c(OC)cc1NC(=O)C1CCC(=O)N1S(=O)(=O)c1ccc(C)cc1 (centres undefined)
  15	15	8	-3	36*	-0.6	-0.5	-11	-3
#17 CCC(=O)N(Cc1cc2cccc(C)c2[nH]c1=O)c1ccccc1OC
  -2	0	-26	21	-11	-0.3	1.4	-4	7
#18 COc1ccc(OC)c(NC(=O)Cn2cc(C(=O)c3ccco3)c3ccccc32)c1
  37	-18	20	18	18	-0.9	-1.5	1	36
#19 CCOC(=O)c1cccc(NC(=O)CSc2nc3ccccc3c(=O)n2CCOC)c1
  -5	2	-22	18	12	0.1	-0.5	-17	7
#20 CCOC(=O)N1CCC(NC(=O)CCc2nc(-c3ccc(C)cc3)no2)CC1
  -1	5	-24	6	5	-1.6	-0.3	-8	-13

Order of values – 5HT1a antag	RORa activator	S1P1 ag-PAM	AP ELISA ortho	HTR1E antagonist	S1P3 agonist	5HT1E ag	SF-1 act	Ecoli tolC
#21 O=C(NC1CCN(Cc2ccccc2)CC1)C1CCN(S(=O)(=O)c2cccc3nsnc23)CC1
  7	19	0	20	15	-0.8	0.1	-5	-23
#22 Clc1ccc(CN2C3=NCCN3c3ccccc32)cc1Cl
  26	-1	4	3	1	-0.8	0.4	-5	31
#23 CCOC(=O)CC(=O)CSc1nc2ccccc2c(=O)n1-c1ccc(C(=O)N2CCOCC2)cc1
  -3	-8	·	20	6	·	0.4	-18	-15
#24 Cn1c(=O)c2c(nc(OC/C=C/c3ccccc3)n2C)n(C)c1=O
  -7	4	·	0	-4	-0.4	-0.7	4	-11
#25 Cc1nn(CC(=O)Nc2cccnc2N2CCOCC2)c(=O)c2ccccc12
  3	6	·	9	-3	·	-0.8	-1	-14
#26 COc1ccc(N(CC(=O)N2CCCCC2)S(=O)(=O)c2ccccc2)c(OC)c1
  -6	-25	-27	13	-3	-0.8	1.3	-8	6
#27 CCOc1cc2[nH]c(=O)n(CCCC(=O)NCc3ccco3)c(=O)c2cc1OCC
  14	4	-8	-1	5	0.2	-2.1	5	-5
#28 O=S(=O)(c1ccc(Nc2ccc3c(c2)OCO3)nc1)N1CCOCC1
  5	7	-31	11	-12	0.2	-0.3	0	-17
#29 CCOc1cc2[nH]c(=S)n(CC3CCCO3)c(=O)c2cc1OCC (centres undefined)
  -8	4	·	7	4	·	0.9	-8	8
#30 COc1cccc(C2C(C(=O)OC(C)C)=C(C)Nc3ncnn32)c1 (centres undefined)
  -8	-2	-16	6	4	-0.1	0.4	-19	-3

Order of values – 5HT1a antag	RORa activator	S1P1 ag-PAM	AP ELISA ortho	HTR1E antagonist	S1P3 agonist	5HT1E ag	SF-1 act	Ecoli tolC
#31 COc1cc(Cl)c(S(=O)(=O)n2cnc(C)c2)cc1Cl
  -8	-11	-49	13	-1	-0.6	-0.3	-11	5
#32 O=C(CN(CCN1CCOCC1)C(=O)Cn1nnc(-c2ccc(F)cc2)n1)NC1CCCCC1
  -16	3	-15	2	-1	-0.8	1.9	-8	-4
#33 COc1ccc(CN(C(=O)c2ccco2)C2CC(C)N(C)CC2C)cc1 (centres undefined)
  -2	-4	-2	8	-1	-1.4	0.5	0	-6
#34 O=C(NC1CCCC1)C1CCCN(S(=O)(=O)c2cccc3cccnc23)C1 (centres undefined)
  3	-12	-4	-8	-2	-1.1	0.5	9	0
#35 COc1ccc(-c2noc(-c3ccccc3C(=O)NCc3ccco3)n2)cc1OC
  16	-19	0	15	-6	-1.1	0.4	-7	9
#36 CC(C)N(Cc1nc(-c2ccccc2)no1)C(=O)COc1ccccc1
  2	6	-6	20	13	-1.1	0.9	-5	5
#37 Cc1ccc(Cl)cc1N1CCN(C(=O)COc2ccc(S(=O)(=O)NC(C)C)cc2)CC1
  -2	-32	73	9	15	-1.0	1.4	-22	63*
#38 OC(COCC1COc2ccccc2O1)CN1CCN(c2ccccn2)CC1 (centres undefined)
  4	-27	1	13	-7	-0.8	-0.5	-3	-7
#39 CCCCNC(=O)c1ccc(N2CCOCC2)c(NS(=O)(=O)c2ccc(OC)cc2)c1
  -10	-5	26	0	-3	1.4	0.1	8	6
#40 CSc1nc(C)cc(OCCNS(=O)(=O)c2cc(C)ccc2C)n1
  ·	-18	6	19	4	-2.3	-0.7	-11	6

Order of values – 5HT1a antag	RORa activator	S1P1 ag-PAM	AP ELISA ortho	HTR1E antagonist	S1P3 agonist	5HT1E ag	SF-1 act	Ecoli tolC
#41 c1ccc2c(c1)nc1n2CCN1CCNC1CCCCC1
  6	17	·	8	2	-1.0	-0.7	-3	12
#42 O=C(NCCN1CCCCCC1)c1ccc(N2CCCC2=O)cc1
  -4	-15	-14	8	-3	1.1	0.3	4	-14
#43 O=C1c2ccccc2C(=O)N1CC(O)Cn1nnc2ccccc21 (centres undefined)
  4	-10	4	-1	2	-1.4	-0.4	-2	-16
#44 CCC(=O)Nc1cccc(NC(=O)CN2CCN(c3ccccc3OC)CC2)c1
  1	1	9	5	-10	0.0	0.9	-12	3
#45 O=C(Nc1cccnc1)C1CC(c2ccc(Cl)c(Cl)c2)=NO1 (centres undefined)
  5	6	-19	10	0	0.2	-0.3	9	13
#46 O=C(Nc1nncs1)C1(c2ccccc2)CCCC1
  12	-20	·	15	11	-1.2	-1.4	1	0
